CAL PDZ FP-1 = untagged CAL PDZ binding inhibitors, primary screen, biochemical, fluorescence polarization, HTS; Golgi-associated PDZ and coiled-coil motif-containing protein (Homo sapiens), Q9HD26; purified CAL PDZ, TMR-peptide fluorescence polarization, 1 h; inhibition, % at 24.9 µM; 300,000 tested, 0.92% active; AID 602252, 2012;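 active means mean inhibition of at least 30% with at least half of replicates also reaching 30%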;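 further: 0% = DMSO neutral control and 100% = excess unlabeled competitor peptide PRC23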
Keap1-Nrf2 PPI = Keap1-Nrf2 protein-protein interaction inhibitors, primary screen, biochemical, fluorescence polarization, single point | Kelch-like ECH-associated protein 1 (Homo sapiens), Q14145 | Keap1 Kelch-Nrf2 peptide fluorescence polarization, 1536-well | inhibition, % at 9.4 µM | 340,000 tested, 0.15% active | AID 504523, 2011; in the data active means inhibition above about 12%;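 further: human Keap1 Kelch domain with fluorescein labeled Nrf2 9mer peptide probe; 0% = neutral control wells and 100% = peptide positive control; higher means more block of Keap1 binding to Nrf2 peptide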
DAGLB inhibitor = DAGLB lipase inhibitors, primary screen, biochemical, fluorescence, HTS; Diacylglycerol lipase-beta (Homo sapiens), Q8NCG7; HEK293T DAGLB membrane lysate, EnzChek fluorogenic substrate; inhibition, % at 5.17 µM; 340,000 tested, 0.059% active; AID 504411, 2011; in the data active means inhibition above about 34%;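 further: 0% = enzyme with vehicle and 100% = wells lacking enzyme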
Target sequence (Q8NCG7 whole entry, looked up): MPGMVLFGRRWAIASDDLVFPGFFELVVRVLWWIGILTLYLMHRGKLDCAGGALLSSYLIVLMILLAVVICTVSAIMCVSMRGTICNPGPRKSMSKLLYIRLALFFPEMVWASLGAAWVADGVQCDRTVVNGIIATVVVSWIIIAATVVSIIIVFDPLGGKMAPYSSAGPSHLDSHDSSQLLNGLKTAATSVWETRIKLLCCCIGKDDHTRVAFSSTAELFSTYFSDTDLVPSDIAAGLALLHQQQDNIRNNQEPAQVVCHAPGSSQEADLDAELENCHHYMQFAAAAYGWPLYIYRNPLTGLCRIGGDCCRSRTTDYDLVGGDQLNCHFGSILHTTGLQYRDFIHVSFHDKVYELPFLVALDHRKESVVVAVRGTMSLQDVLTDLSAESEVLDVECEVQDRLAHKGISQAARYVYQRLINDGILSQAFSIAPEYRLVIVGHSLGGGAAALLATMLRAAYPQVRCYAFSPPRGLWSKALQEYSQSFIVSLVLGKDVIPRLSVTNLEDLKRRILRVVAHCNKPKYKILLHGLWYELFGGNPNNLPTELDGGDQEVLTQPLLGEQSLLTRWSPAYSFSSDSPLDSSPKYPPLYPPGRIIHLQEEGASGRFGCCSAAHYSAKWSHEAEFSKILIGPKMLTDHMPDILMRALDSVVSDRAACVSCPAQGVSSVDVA
C-LANA FP = inhibitors of KSHV C-LANA binding to DNA, primary screen, biochemical, fluorescence polarization, FAM-LBS DNA, MBP-C-LANA, single point | 340,000 tested, 0.078% active | AID 504423, 2011 | inhibition, % at 9 µM;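 active means highest replicate inhibition at or above 60% at 9 µM, even if other replicates fall short; inactive means all replicates below 60% inhibition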;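 further: 0% = neutral control wells and 100% = 4 µM acridine orange control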
Pemphigus Ab inh = inhibitors of pemphigus antibody binding to DSG3, primary screen, biochemical, bead-based, flow cytometry, scFv-GFP; Desmoglein-3 (Homo sapiens), P32926; DSG3-coupled beads, scFv-anti-DSG3-GFP binding; hits give low values; binding (percent of control), % at 10 µM; 310,000 tested, 0.48% active;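 active means binding more than 3 SD below its plate's average and above zero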;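 further: hits lower antibody fragment binding to DSG3; some compounds called inactive have numbers as strong as hits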
Cardiac RTF inh = cardiac RTF calcium sensitivity inhibitors, primary screen, biochemical, IANBD-TnC fluorescence, EC70 calcium | AID 493244, 2011 | Troponin I, cardiac muscle (Homo sapiens) + Troponin T, cardiac muscle (Homo sapiens) + … | inhibition, % at 7.15 µM | IANBD-labeled cardiac RTF, Ca2+ fluorescence | 340,000 tested, 0.12% active;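 active means inhibition above the mean inhibition of all tested compounds plus 3 SD, cut at about 17% in these data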;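 further: assay run at fixed EC70 calcium of 1.6 mM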
CAL PDZ FP-2 = CAL PDZ peptide-binding inhibitors, primary screen, biochemical, fluorescence polarization, Cer-tagged CAL PDZ, HTS; inhibition, % at 20 µM; AID 504414, 2011; 330,000 tested, 0.02% active; purified CAL PDZ, TMR-peptide fluorescence polarization, 1 h; Golgi-associated PDZ and coiled-coil motif-containing protein (Homo sapiens), Q9HD26;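 active means highest replicate inhibition of at least 40%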;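 further: plate controls were DMSO neutral control wells for no effect and unlabeled competitor peptide control wells for full effect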
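Material – purified CerCALP PDZ construct · Detection – FP readout, S and P plane fluorescence · Measure – percent inhibition from loss of millipolarization · Controls – unlabelled peptide for full inhibition, DMSO wells as neutral · Probe or stimulus – TMR-labelled reporter peptide T*-PRC34 bound in PDZ groove · Times – 1 h at RT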
NSD2 inh = NSD2 histone methyltransferase inhibitors, primary screen, biochemical, AlphaScreen, single concentration, set 2 | Histone-lysine N-methyltransferase NSD2 (Homo sapiens), O96028 | NSD2 peptide methylation, 120 min | inhibition, % at 12.5 µM | 310,000 tested, 0.54% active | AID 743445, 2014; in the data active means inhibition above about 50%
Arrestin-AP2 inh = inhibitors of beta-arrestin/AP2 binding, primary screen, biochemical, GPCR trafficking, flow cytometry. 340,000 tested, 0.31% active. inhibition, % at 10 µM. FITC-arrestin peptide / GST-AP2 beads; AP2 beta2 appendage carries R879A mutation. beta-arrestin 1 C-terminal peptide binding to AP2 beta2-adaptin appendage (human);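 active means inhibition above a set limit, near 3 SD of compounds lacking own fluorescence, cut at about 54% in these data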;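 further: plate controls were DMSO wells for no effect and 5 µM unlabelled arrestin peptide for full effect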
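System: GST-AP2 R879A glutathione beads | Also added: FITC-arrestin peptide, 50 nM | Times: 12 min plus 1 h, RT | Signal: Bead flow cytometry, FITC channel | Buffer or medium: PBS with 0.05% Tween 20 and 0.1% BSA | Read-out basis: Percent drop in bead-associated FITC signal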
V-ATPase pH = regulators of yeast V-ATPase proton pumping, primary screen, pHLuorin cytosolic pH fluorescence | S. cerevisiae | response, % at 10 µM | 350,000 tested, 0.37% active | AID 504577, 2011; in the data active means response mostly above about 7.3%, no sharp cut-off; inactive means mostly below about 5.4%; further: actives read high; inactives centre near 0; some compounds called inactive have numbers as strong as hits
Starred values were filed as active, the others as inactive; nt = no result given. Some of the compounds tested; the hit share may differ from the screen's.

| SMILES | CAL PDZ FP-1 | Keap1-Nrf2 PPI | DAGLB inhibitor | C-LANA FP | Pemphigus Ab inh | Cardiac RTF inh | CAL PDZ FP-2 | NSD2 inh | Arrestin-AP2 inh | V-ATPase pH |
| --- | --- | --- | --- | --- | --- | --- | --- | --- | --- | --- |
| CCCCn1c(N)c(N(CC(C)C)C(=O)CSc2ccc3c(c2)OCCO3)c(=O)[nH]c1=O | -2 | -6 | 2 | 0.1 | nt | -1 | -1.0 | 5 | -1 | -3 |
| COc1ccc(C(=O)NC(=S)N2CCCCC2)cc1 | -2 | -4 | -6 | 0.0 | 98 | -7 | -0.8 | nt | 17 | 1 |
| C1=C(CCNc2ncnc3c2cnn3-c2ccccc2)CCCC1 | -1 | -4 | -13 | -1.1 | nt | -3 | -1.6 | nt | 7 | -4 |
| CCOc1cc(/C=C2/N=C(c3ccc4c(c3)OCO4)OC2=O)ccc1OC(C)=O | -1 | -5 | 0 | 2.2 | 107 | -9 | 0.5 | 0 | -3 | -2 |
| COc1ccc(NC(=O)c2nc[nH]c2C(=O)N[C@@H](C)c2ccccc2)cc1 | -5 | 4 | -2 | 0.4 | 107 | 3 | -0.3 | nt | 1 | -5 |
| O=C(NN1C(=O)C2C3C=CC(C4CC34)C2C1=O)c1cccc(Cl)c1 (centres undefined) | -2 | -4 | 1 | -0.2 | 113 | 1 | -0.7 | -3 | -15 | 2 |
| CCOC(=O)c1sc(NC(=O)CSc2nccc(C)n2)c(C#N)c1C | -3 | 1 | -4 | -1.1 | 88 | -7 | -1.3 | -2 | -3 | 4 |
| CCCN(CCC)c1c([N+](=O)[O-])c(=O)oc2ccccc12 | 8 | -1 | 0 | 0.1 | 100 | -11 | 0.0 | 24 | 9 | 7 |
| O=C(CC1SC(N2CCOCC2)=NC1=O)Nc1ccc(Cl)c(C(F)(F)F)c1 (centres undefined) | nt | -4 | 4 | 0.3 | 96 | 5 | -0.5 | -9 | 4 | -3 |
| CC(C)c1nc(SCC(=O)NC2CCCC2)c2c(=O)n(C)c(=O)n(C)c2n1 | -3 | -1 | -1 | 0.8 | 114 | -4 | -2.4 | -2 | 30 | -4 |
| CCOc1ccc(C(=O)CSc2nnc3ccccn23)cc1 | -1 | -6 | 1 | 0.7 | 89 | 0 | -0.8 | 14 | -8 | 0 |
| O=C(O)c1cccc(-n2nnnc2SCc2ccccn2)c1 | -2 | -2 | -1 | 1.8 | nt | -13 | -2.4 | -5 | 6 | 4 |
| Cc1ccc(-c2csc(NC(=O)C3CCN(S(=O)(=O)c4cccs4)CC3)n2)cc1 | -2 | -7 | -6 | -0.3 | nt | 7 | -0.4 | -2 | 9 | 3 |
| CCOc1cc(NC(=S)NCc2ccccc2)c(OCC)cc1NC(=O)C(C)C | -3 | 0 | -6 | -2.5 | 96 | -5 | 0.0 | 6 | 2 | -1 |
| CCOC(=O)c1c(NC(=O)CN2CCN(C(=O)c3ccco3)CC2)sc2c1CCCC2 | -7 | 0 | -5 | 27 | nt | -4 | nt | 4 | 9 | -7 |
| Cc1ccc(-n2ncc3c2CC(C)(C)CC3NC(=O)CCc2ccncc2)cc1 (centres undefined) | 11 | 2 | -1 | 0.1 | 97 | -3 | -2.5 | -2 | 14 | -2 |
| O=C(NCc1cccnc1)c1ccccc1[N+](=O)[O-] | 3 | -3 | -1 | 0.1 | 88 | 10 | -3.0 | -3 | -4 | 0 |
| COc1ccc(C(=O)NCCCCNC(=O)c2ccc(OC)c(OC)c2)cc1OC | -2 | 1 | 0 | -3.0 | 105 | -5 | -0.7 | -2 | 31 | 5 |
| O=C(Nc1ccccc1)c1cc2ccccc2s1 | -4 | 0 | -4 | 1.0 | nt | -3 | -1.4 | -2 | -6 | 1 |
| CCCc1cc(C(=O)OCC(=O)N2CCN(c3ccc(OC)cc3)CC2)sc1C | nt | -3 | -4 | -0.5 | 102 | -6 | 1.1 | -3 | -42 | 3 |
| Cc1ccc(NC(=O)c2ccc(S(=O)(=O)NCc3cccnc3)cc2)cc1C | -6 | -3 | 3 | -1.6 | 109 | 6 | -1.7 | 1 | 21 | 2 |
| CSCCOC(=O)C1=C(C)NC(=O)CC1c1ccccc1Cl (centres undefined) | nt | -3 | 2 | 1.5 | 91 | -7 | -0.3 | 2 | nt | 2 |
| C/C(=N\NC(=O)c1cccc(Br)c1)c1cccc(NC(=O)c2ccc(C)o2)c1 | 2 | -2 | -2 | 0.3 | 102 | 5 | -1.3 | 2 | -1 | 0 |
| Cc1c(C)[n+](=O)c(-c2ccc(Br)cc2)c(C)n1[O-] | -5 | -3 | 2 | 1.1 | 111 | -10 | 0.7 | -1 | 36 | 1 |
| Cn1cnnc1Sc1ccc(C(=O)OCC(=O)NCC(F)(F)F)cc1[N+](=O)[O-] | 0 | -6 | -2 | 1.7 | 103 | 1 | -3.2 | 5 | -1 | 5 |
| CC(/C=C1\SC(=Nc2cccnc2)NC1=O)=C\c1ccccc1 | nt | 3 | 1 | 0.3 | 100 | -12 | -0.6 | -1 | 9 | 0 |
| CC(Oc1ccc2oc(-c3ccccc3)c(C(=O)O)c2c1)C(=O)O (centres undefined) | nt | -1 | -1 | -0.1 | 104 | -3 | -1.4 | -2 | 4 | -1 |
| CC(C)c1cccc(C(C)C)c1OC(=O)NC(=O)c1c(F)cccc1F | -1 | -4 | -7 | -0.6 | 112 | -1 | -3.4 | -3 | -10 | 6 |
| NC1=NC(=O)/C(=C/c2cn(Cc3ccccc3)c3ccccc23)S1 | -2 | -5 | -8 | 1.5 | 100 | 15 | -1.3 | 1 | 13 | -5 |
| COC(=O)C1=CN(c2ccc(OC)cc2)C=C(C(=O)OC)C1c1cccc(F)c1 | nt | 1 | -5 | 1.3 | 100 | -9 | -0.8 | -14 | 3 | -3 |
| CNc1c(N)c(=O)oc2ccccc12 | 5 | -2 | -2 | 1.0 | 100 | -1 | -1.4 | 0 | -1 | -4 |
| CCOc1ccc(S(=O)(=O)Nc2cccc(C(=O)N(C)CC(=O)Nc3ccc(OC)cc3)c2)cc1 | -2 | -3 | -5 | -1.3 | nt | -5 | 0.7 | 0 | 22 | -2 |
| CCN(Cc1nc2ccccc2n1C)c1ccccc1 | -2 | 3 | 0 | 1.1 | 121 | -5 | -1.0 | 16 | -6 | -2 |
| CCOc1ccc(C(=O)NCC2CCN(CC3CCCCC3)CC2)cc1 | 8 | -2 | -5 | -0.8 | 105 | -8 | -0.5 | -1 | -5 | 0 |
| CCN(CC)CC#CC(C)(C)OC(C)=O | nt | 1 | -1 | -0.5 | 95 | -9 | -1.8 | -3 | 37 | -4 |
| CCOC(=O)C1CCN(C(=O)c2cccc(S(=O)(=O)N3CCc4ccccc43)c2)CC1 | -5 | 1 | -1 | 2.0 | 94 | -5 | 0.3 | 1 | -2 | -1 |
| CCc1ccc(CN2CCC(n3nccc3NC(=O)Cc3ccccc3)CC2)o1 | 2 | 2 | 0 | -0.4 | 110 | -5 | -0.7 | 2 | -16 | -2 |
| CC(C)(C)C(=O)NN=C1CCC(c2ccccc2)CC1 (centres undefined) | 0 | -3 | -1 | -1.2 | 108 | 0 | -2.3 | -2 | -7 | 0 |
| CC(C)c1ccc(NC(=O)c2ccc3c(c2)CCN3S(C)(=O)=O)cc1 | 2 | -7 | 1 | 0.5 | 95 | 1 | -1.1 | -5 | -11 | -1 |
| COc1ccc(C(=O)c2c(C)c(CCC#N)n3ccccc23)c(OC)c1 | -2 | -1 | -1 | 2.8 | nt | -5 | -0.7 | 1 | -22 | 0 |
| CN(CC(=O)Nc1ccc(Cl)c(Cl)c1)C(=O)c1cccc2cccnc12 | 9 | -7 | -1 | -1.7 | 108 | 1 | -0.8 | 0 | 22 | 1 |
| CSc1c(CC(=O)Nc2ccccc2)n(Cc2ccccc2)c2ccccc12 | -3 | 1 | -9 | 1.0 | 102 | -12 | -1.4 | -1 | 39 | -3 |
| COc1ccc(O)c(C(=O)CC(=O)c2ccc(F)cc2)c1 | 0 | -2 | -3 | -0.6 | 106 | 8 | -1.6 | nt | 7 | -1 |
| CCOc1ccc(NS(=O)(=O)c2cc(C(=O)N3CC(C)OC(C)C3)ccc2C)cc1 (centres undefined) | -4 | 4 | 0 | 0.6 | 94 | 0 | -1.4 | -2 | 23 | 1 |
| CC(C)(C)OC(=O)N(CCc1ccccc1)Cc1cccc(OCc2cccc(NC(=O)c3ccccc3)c2)c1 | 1 | 1 | -18 | 1.6 | 97 | 4 | 1.4 | nt | -5 | -1 |
| CCc1nnc(NC(=O)c2ccc(C)o2)s1 | -6 | -3 | 4 | -2.4 | nt | -5 | -2.1 | 1 | 38 | 2 |
| CCN(C[C@H]1N[C@@](Cc2ccccc2)(C(=O)OC)[C@H]2C(=O)N(Cc3ccccc3)C(=O)[C@@H]12)S(=O)(=O)c1ccc(C)cc1 | -4 | -1 | -6 | -1.7 | 90 | -14 | -0.6 | nt | 38 | 5 |
| CCCN1CCN(CCCNC(=O)Cn2cc3c(n2)CCCC3)CC1 | -2 | -4 | -6 | 2.3 | 110 | -1 | 0.0 | nt | -1 | 0 |
| Cc1ccc(C(=O)N2NC(c3ccccc3F)C3C(=O)N(c4cccc(C)c4)C(=O)C32)cc1 (centres undefined) | nt | -5 | 2 | -0.8 | 110 | -1 | -0.1 | nt | -1 | -2 |
| CCCC1=NN2C(=N)/C(=C\c3cc(C)n(Cc4ccccc4)c3C)C(=O)N=C2S1 | nt | -6 | -2 | -0.2 | 109 | 0 | 1.6 | -1 | -4 | 1 |
| Cc1ccc(N2CCN(C(=O)Nc3cccc([N+](=O)[O-])c3)CC2C)cc1 (centres undefined) | nt | -4 | 0 | -0.7 | 108 | 0 | 0.1 | 2 | 21 | 0 |
| COc1ccc(C2=NOC(C(=O)NCCCn3ccnc3)C2)cc1 (centres undefined) | 3 | 2 | -1 | -0.2 | 96 | 18* | -1.4 | -2 | 23 | 9 |
| COc1nc(-c2ccccc2)c2c(c1C#N)CC(C)(C)OC2 | -5 | -4 | -11 | 0.6 | 105 | -2 | -0.9 | nt | 27 | -3 |

Compound activity (PubChem BioAssay)
